G6PDH counter = counter-screen for G6PDH assay hits: L. mesenteroides G6PDH inhibition; inhibition, % at 5 µM; 200,000 compounds, 0.12% hits; Purified L. mesenteroides G6PDH, diaphorase/resazurin coupled fluorescence, 45 min; in the data active = inhibition above about 50%
PMI act hi M6P = activators of human phosphomannose isomerase at near-saturating mannose 6-phosphate; activation factor at 20 µM; AID 1216; coupled PMI enzyme assay, resazurin fluorescence, 20 min; hits give high values; 1 = untreated enzyme, 0 = substrate-free blank; 190,000 compounds, 0.34% hits; P34949;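 active = activation factor of 2 or more at 20 µM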
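test system = human PMI in coupled enzyme assay | medium = HEPES-buffered pH 7.4 with magnesium and detergent | also added = 1.0 mM mannose-6-phosphate substrate with 0.22 mM NADP+ | compound = 20 µM single dose | times = 20 min incubation at room temperature | measured by = resorufin fluorescence (Ex 544/Em 590 nm) from resazurin via diaphorase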
S1P3 antag = antagonists of human S1P3 receptor | CHO S1P3 NFAT-BLA reporter, FRET fluorescence, antagonist mode | inhibition, % at 4.98 µM | 170,000 compounds, 0.27% hits;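 active = inhibition above the plate cutoff, the mean inhibition of test wells on that plate plus 3 SD, cut at about 28% in these data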;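 note: cells challenged with S1P at its EC80 of 0.8 µM; blue over green emission ratio from cleaved BLA substrate after 4 h stimulation; 0% = S1P-stimulated wells and 100% = unstimulated DMSO-only wells; some compounds past the cut are filed as inactive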
Target sequence (Q99500 whole entry, looked up): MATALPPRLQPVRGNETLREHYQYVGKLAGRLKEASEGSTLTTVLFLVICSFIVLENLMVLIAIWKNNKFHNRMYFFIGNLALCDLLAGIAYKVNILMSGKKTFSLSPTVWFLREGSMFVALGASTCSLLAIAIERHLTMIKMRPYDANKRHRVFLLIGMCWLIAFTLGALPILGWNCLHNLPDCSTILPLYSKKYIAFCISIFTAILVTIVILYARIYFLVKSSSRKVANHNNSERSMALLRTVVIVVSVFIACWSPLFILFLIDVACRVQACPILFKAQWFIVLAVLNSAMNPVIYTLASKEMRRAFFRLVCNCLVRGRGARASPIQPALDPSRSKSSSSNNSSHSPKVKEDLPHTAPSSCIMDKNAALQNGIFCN
ROMK mod = modulators of human ROMK potassium channel; B-score at 10 µM; P48048; 130,000 compounds, 2% hits; AID 1918; Tet-inducible ROMK, thallium flux fluorescence; actives lie on both sides;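 active = signal ratio slope over the read window, or its plate-corrected B-score, at least 3 SD from the plate mean, either direction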;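 note: B-score of the F/F0 ratio slope over 7 to 12 s after thallium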
Diaphorase inh = diaphorase inhibition or chemical oxidation counter-screen; 190,000 compounds, 0.69% hits; inhibition, % at 20 µM; diaphorase resazurin-to-resorufin fluorescence, NADH, 16 min; bacterial (C. kluyveri) enzyme, not human;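 active = primary screen inhibition at 20 µM above a set limit, cut at about 50% in these data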;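 note: plate controls were DMSO with full reaction for no effect and wells lacking NADH for full effect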
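System: Diaphorase enzyme from Clostridium kluyveri | Amount: Enzyme working solution with 0.14 U/mL diaphorase | Benchmarks: No-NADH positive control and DMSO neutral control | Signal: Fluorescence of resorufin formed from resazurin, Ex 544/Em 590 nm | Schedule: 16-min room-temperature incubation before reading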
Diaphorase act = counter-screen for diaphorase-based assays: diaphorase activators and chemical reducers; AID 1229; Diaphorase/resazurin coupled assay, resorufin fluorescence, 16 min; hits give high values; 1 = vehicle wells, 0 = NADH-free wells; 190,000 compounds, 0.005% hits; activation factor at 20 µM;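 active = diaphorase activity raised at least twofold by the compound at 20 µM; inactive = activation factor below 2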
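Assay system: Purified diaphorase enzyme from Clostridium kluyveri | Amount: Enzyme 0.07 U/mL final | Dosing: Compound 20 µM once, DMSO 1% | Timing: 16 min reaction at room temperature | Detection: Fluorescence, excitation 544 nm and emission 590 nm | Evaluation: Higher resorufin formation from activation or reduction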
PPARg SRC1 recr = agonists of human PPARgamma SRC-1 coactivator recruitment. PPARgamma-SRC-1 coactivator recruitment biochemical assay. P37231. 200,000 compounds, 0.41% hits. activation, % at 8 µM; in the data active = activation above about 19%;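 note: 0% = DMSO and 100% = reference agonist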
Target sequence (P37231 whole entry, looked up): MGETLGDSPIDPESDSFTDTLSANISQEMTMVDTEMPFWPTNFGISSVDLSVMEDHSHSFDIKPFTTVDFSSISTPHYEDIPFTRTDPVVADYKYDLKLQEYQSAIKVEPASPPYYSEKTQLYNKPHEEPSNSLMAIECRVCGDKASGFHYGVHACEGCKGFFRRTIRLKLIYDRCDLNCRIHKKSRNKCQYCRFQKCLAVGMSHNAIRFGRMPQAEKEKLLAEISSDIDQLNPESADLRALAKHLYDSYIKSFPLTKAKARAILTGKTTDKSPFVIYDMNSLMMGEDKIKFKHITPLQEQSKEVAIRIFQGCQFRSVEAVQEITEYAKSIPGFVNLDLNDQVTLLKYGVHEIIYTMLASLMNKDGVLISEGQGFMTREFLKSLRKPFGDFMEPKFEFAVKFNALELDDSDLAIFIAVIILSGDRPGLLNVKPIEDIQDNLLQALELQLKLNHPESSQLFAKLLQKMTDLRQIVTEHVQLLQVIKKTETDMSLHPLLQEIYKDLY
SRC2 TRFRET art = flags TR-FRET format artefacts in PPARgamma SRC-2 recruitment agonist screen; TR-FRET ratio at 8 µM; AID 1049; 200,000 compounds, 0.4% hits; TR-FRET artefact counter-screen; hits give high values; in the data active = TR-FRET ratio above about 2000; note: inactives centre near 1500
PPARg SRC3 recr = PPARgamma-driven SRC-3 recruitment agonism. P37231. biochemical PPARgamma/SRC-3 coactivator recruitment assay. activation, % at 8 µM. 200,000 compounds, 0.26% hits; in the data active = activation above about 23%;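 note: 0% = DMSO and 100% = reference agonist; some compounds past the cut are filed as inactive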
PMI act = increases human mannose-6-phosphate isomerase activity; P34949; purified human PMI, coupled resazurin fluorescence, 20 min; hits give high values; 1 = vehicle control, 0 substrate-free wells; activation factor at 20 µM; 190,000 compounds, 0.005% hits;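 active = activation factor of 2 or more at 20 µM, relative to plate controls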
PPARg SRC-2 ag = PPARgamma-driven SRC-2 recruitment agonism; P37231; PPARgamma LBD-SRC-2 recruitment, biochemical; activation, % at 8 µM; 200,000 compounds, 0.34% hits; in the data active = activation above about 22%;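 note: 0% = vehicle and 100% = reference agonist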
An asterisk follows results filed as active; / = not tested or not shown. Random draw from the library (roughly 3.3% active in at least one column).

SMILES	G6PDH counter	PMI act hi M6P	S1P3 antag	ROMK mod	Diaphorase inh	Diaphorase act	PPARg SRC1 recr	SRC2 TRFRET art	PPARg SRC3 recr	PMI act	PPARg SRC-2 ag
COc1ccc(C(=O)c2coc3ccc(O)c(CN(C)C)c23)cc1	4	0.9	-27	/	11	0.9	3	1576	3	1	3
COCCn1c(SCc2cccnc2)nnc1-c1c[nH]c2ccccc12	-5	1	-5	/	3	1	1	1529	2	1	7
Cc1ccc(Cn2c(NC(=O)c3ccco3)nc3ccccc32)cc1	3	1	-42	/	-1	1	0	1676	4	1	5
Cc1ccc(CN(CC(=O)N/N=C/c2ccco2)S(=O)(=O)c2ccc(C)cc2)cc1	3	1	/	-1.4	20	0.8	4	1375	3	0.9	9
Cc1nc2cc(F)ccc2n1C1CCN(S(=O)(=O)c2ccccc2)CC1	4	1	2	-6.1*	0	1	5	1509	-7	1	1
CC1CCCN(C(=O)CSc2cnc3ccccc3n2)C1 (stereo not given)	7	0.9	/	-1.7	16	0.8	-3	1592	11	0.9	0
COc1ccc(C(=O)Nc2c(C)csc2C(=O)O)cc1	49	0.9	-17	0.36	13	0.9	-2	1508	3	0.9	4
Cc1ccc(NC(=O)COc2ncnc3ccccc23)cc1S(=O)(=O)N1CCOCC1	4	1	2	0.68	22	0.8	2	1365	7	1	-5
O=C(CSc1nnc(-c2ccccc2)n1Cc1ccccc1)NNC(=O)c1ccccc1O	3	1.2	-2	-1.3	11	0.9	-6	1407	4	1	-6
Cc1cc2nc(CCN(Cc3cccnc3)C(=S)Nc3ccccc3)[nH]c2cc1C	-39	0.9	/	/	3	1	4	1510	6	0.9	11
COc1ccc(S(=O)(=O)N2CCCCC2)cc1NC(=S)Nc1ccccc1	-9	1	5	-0.47	12	0.9	4	1546	-4	0.9	-2
Cc1ccc(S(=O)(=O)N2CCC(C(=O)N[C@@H](C)C(=O)NC3CCS(=O)(=O)C3)CC2)cc1 (stereo not given in full)	-3	0.9	-2	-0.51	2	1	4	1474	0	1	-3
CCCn1nnc(NC(=O)c2ccc([N+](=O)[O-])cc2Cl)n1	6	1	-12	-0.18	1	1	-4	1556	-2	1	7
Cc1ccc2nc(C(F)(F)F)c(C#N)c(N)c2c1	-4	0.9	/	-0.43	10	0.9	-3	1619	-5	0.9	-3
CC1CC(C)CN(C/C=C/c2ccccc2[N+](=O)[O-])C1 (stereo not given)	-6	0.9	/	0.31	16	0.8	-10	1400	4	1	-7

Compounds listed so far that have fluorine:
SMILES	G6PDH counter	PMI act hi M6P	S1P3 antag	ROMK mod	Diaphorase inh	Diaphorase act	PPARg SRC1 recr	SRC2 TRFRET art	PPARg SRC3 recr	PMI act	PPARg SRC-2 ag
Cc1nc2cc(F)ccc2n1C1CCN(S(=O)(=O)c2ccccc2)CC1	4	1	2	-6.1*	0	1	5	1509	-7	1	1
Cc1ccc2nc(C(F)(F)F)c(C#N)c(N)c2c1	-4	0.9	/	-0.43	10	0.9	-3	1619	-5	0.9	-3

Back to the main list; the two compounds before the break are reprinted first.
SMILES	G6PDH counter	PMI act hi M6P	S1P3 antag	ROMK mod	Diaphorase inh	Diaphorase act	PPARg SRC1 recr	SRC2 TRFRET art	PPARg SRC3 recr	PMI act	PPARg SRC-2 ag
Cc1ccc2nc(C(F)(F)F)c(C#N)c(N)c2c1	-4	0.9	/	-0.43	10	0.9	-3	1619	-5	0.9	-3
CC1CC(C)CN(C/C=C/c2ccccc2[N+](=O)[O-])C1 (stereo not given)	-6	0.9	/	0.31	16	0.8	-10	1400	4	1	-7
O=C(COc1ccc(-c2ccccc2)cc1)N1CCN(S(=O)(=O)Cc2ccccc2)CC1	12	0.9	/	-0.11	8	0.9	0	1393	-6	0.9	-4
Fc1ccc(CNC(=S)NC2CCCCC2)cc1	-1	0.9	1	/	22	0.8	3	1567	-2	0.9	-2
COC(=O)c1c(NC(=O)COC(=O)c2ccccc2O)sc2c1CCCCC2	15	1.1	-12	/	-10	1.1	-4	1628	-3	1	-11
O=C(CONS(=O)(=O)c1ccc(Cl)cc1)NCCNc1ncc(C(F)(F)F)cc1Cl	10	0.8	-10	1.3	25	0.7	0	1517	6	0.8	8
O=C(Nc1ccccc1)c1ccc(CSc2ccccn2)cc1	7	0.9	/	/	19	0.8	4	1642	6	0.9	1
COc1ccc2c(c1)oc(=O)c1ccccc12	-1	1	6	1.2	12	0.9	-1	1366	-4	1	-2
O=C(c1ccc(Cl)c(Cl)c1)N(Cc1ccco1)c1ccc(O)cc1	4	0.9	-8	-2.3	18	0.8	3	1623	4	0.9	-1
N#CC1=C(SCC(=O)c2ccccc2)NC2=C(C(=O)CCC2)C1c1ccco1 (stereo not given)	8	1.3	/	2	16	0.8	8	1795	8	1	-3
Cc1[nH]c(=O)c(C#N)c2c1CCCC2	2	0.9	/	/	7	0.9	-3	1803	-3	0.9	5
O=C(/C=N/O)NCc1ccncc1	-6	1	-1	/	7	0.9	-1	1617	-2	1	14
Clc1ccc(-c2nnc(CCc3ccccc3)o2)c(Cl)c1	-2	1	/	0.29	27	0.7	-4	1736	1	0.9	10
Cc1c(C)c2cc3c4c(oc3c(C)c2oc1=O)CCCC4	-1	1	12	-0.2	10	0.9	0	1599	-10	1	4
CCc1ccc(C(=O)COC(=O)c2cnc(C)cn2)cc1	2	1	19	-0.37	-14	1.1	-1	1661	-1	1.1	3
CCOC(=O)c1[nH]c(C)c(/C(O)=C2\C(=O)C(=O)N(CCCN(CC)CC)C2c2cccnc2)c1C (stereo not given)	/	/	2	0.38	/	/	6	1588	-9	/	14
Cc1cc(C)nc(-n2ncc3c2CC(c2ccc(F)cc2)CC3=O)n1 (stereo not given)	5	1	3	/	9	0.9	5	1399	-1	1	3
CC1(C)CC(=O)C(C=NCCN2CCN(CCc3ccccc3)CC2)=C(O)C1	12	1.1	/	-0.11	-6	1.1	5	1560	2	1.2	6
CSc1ncccc1C(=O)Nc1ccc(OC(F)(F)F)cc1	1	1	23	-0.015	6	0.9	6	1435	0	1.1	-11
COCCNC(=O)COC(=O)c1ccc(S(=O)(=O)N2CCOCC2)cc1	12	1	-14	0.56	1	1	-1	1397	2	1.1	1
COc1ccc(N=C2C(=Nc3ccc(OC)cc3)N(c3ccc(OC)cc3)C(=S)N2c2ccccc2)cc1	11	0.8	/	-0.75	23	0.8	5	1803	13	0.8	8
CCCOc1cccc(-c2nc3ccccc3c(=O)o2)c1	22	0.8	-12	0.22	21	0.8	-2	1575	0	0.8	-1
Cc1ccc2oc(-c3cc(NC(=O)c4ncn[nH]4)ccc3O)nc2c1	7	1	-19	-1.6	-7	1.1	5	1632	5	0.9	4
CCCNC(=O)c1cn(CC)c2cc(N3CCN(C)CC3)c(F)cc2c1=O	5	1	/	0.79	11	0.9	0	1546	5	1	4
CC(=O)NCCC(=O)N1CCCC(C(=O)c2ccc3c4c(cccc24)CC3)C1 (stereo not given)	-1	0.9	-7	-0.65	-1	1	-6	1665	-3	0.9	-4
Cc1cccc(/C(N)=N/OC(=O)N2CCOCC2)c1	8	0.9	/	/	22	0.8	1	1247	-1	0.9	-4
NC(=O)CSc1ccc(F)cc1	7	1.1	-20	0.26	5	1	-1	1487	-2	1	-2
C[N+](C)(C)CCCCCCCCCC[N+](C)(C)C	17	0.9	-21	-0.17	7	0.9	-1	1397	-2	1	-3
Cc1cc(C)nc(SCC(=O)N/N=C/C=C/c2ccccc2)n1	18	0.9	6	/	5	0.9	2	1365	-2	0.9	0
OCc1nc2ccccc2n1C/C=C/c1ccccc1	5	1	-24	/	-2	1	-1	1666	-3	1.1	1
C=CCn1c(SCC(=O)NC(C)(C)C)nnc1-c1ccccc1O	-1	1	/	/	14	0.9	1	1628	-1	0.9	6
COC(=O)c1[nH]c2cc(OC)ccc2c1NC(=O)c1nonc1C	7	1	/	/	3	1	9	1541	7	1	7
Nc1nc2c(F)c(F)c(F)cc2s1	-1	1.1	1	0.57	1	1	-3	1579	0	1	-1
CC1(C)CC(=O)C(C(C2=C(O)CC(C)(C)CC2=O)c2cccc(O)c2)C(=O)C1 (stereo not given)	1	1.1	11	/	4	1	3	1571	-1	1	-1
COC(=O)c1ccccc1NC(=O)c1ccc2c(c1)OCCO2	-3	0.9	9	-0.31	20	0.8	10	1550	-7	0.9	14
COc1cc(NC(=S)NCCCO)c(OC)cc1Cl	4	0.9	1	-1.2	1	1	2	1588	-4	1	6
Cc1ccc(S(=O)(=O)Nc2nc3ccccc3nc2NCc2ccco2)cc1C	5	1.5	-12	-2.2	23	0.8	1	1433	-5	1.2	-5
O=C(CCCCn1c(=O)[nH]c2ccccc2c1=O)NCc1ccc2c(c1)OCO2	8	1	-17	-0.14	7	0.9	-2	1581	14	1.1	-2
Cc1c(C(=O)N/N=C/C(C)C)[nH]c2c([N+](=O)[O-])cccc12	-21	0.8	-6	-0.0058	22	0.8	-3	1461	-1	0.9	-6
CCCNC(=O)N1CCN(S(=O)(=O)c2ccc(C)c(C)c2)CC1	/	/	24	/	/	/	4	1499	10	/	3
CC(CC(=O)O)CC(=O)NNC(=O)c1cccc(Br)c1 (stereo not given)	4	1	9	0.012	8	0.9	-1	1536	-6	1.1	6
COc1ccc(CN2CC(=O)N(c3ccccc3C)C2=S)cc1OC	0	1.1	-4	-0.16	-7	1.1	-1	1690	0	1.1	4
COc1ccc(NCc2ccc([N+](=O)[O-])s2)cc1	10	1.6	-4	-0.37	22	0.8	4	1568	3	1.3	15
Cc1ccc(O)c(NC(=S)NC(=O)COc2ccc(Br)cc2)c1	13	0.9	-26	0.72	2	1	8	1743	2	0.9	-2
O=C(Oc1ccc2c3c(c(=O)oc2c1)CCC3)c1ccccc1[N+](=O)[O-]	12	1	0	/	9	0.9	9	1583	0	0.9	6
Cc1ccc(S(=O)(=O)N2CCC(=O)N(CCOCc3ccc(F)cc3)CC2)cc1	15	1	-4	-0.87	0	1	-2	1376	-2	1	-8
CCOc1ccc(S(=O)(=O)N(CC(=O)N2CCc3ccccc32)Cc2ccco2)cc1	8	1	18	/	16	0.8	3	1769	-3	1	6
Cc1ccc(/C=C2/C(=O)c3ccc(C(=O)O)cc3C2=O)o1	5	1.4	-15	-1.6	15	0.9	-15	1477	6	1.5	-10
CCCOc1ccc(C(=O)N2CCN(c3ccc(N)cc3Cl)CC2)cc1	-2	1	-2	/	10	0.9	-3	1441	-9	1	-1
COc1cc(-c2cc(C(=O)NN3CCN(C)CC3)c3ccccc3n2)cc(OC)c1OC	16	1.1	12	/	-13	1.1	-11	1460	1	1.1	-2

Compound activity as filed in PubChem BioAssay.
